RSV antiviral HEp-2: RSV antiviral activity via CPE protection, HEp-2 cells, primary 10 µM value included (AID 2391). HEp-2 cells, RSV-induced CPE inhibition; higher % means a stronger effect. CPE inhibition, % at 10 µM; hits with a dose series show IC50 in µM. actives 0.13% (n = 310,000); in the data active means a potency from the dose series; inconclusive means CPE inhibition mostly from about 23% at the one dose, without a potency; inactive means the rest, 99 in 100 with CPE inhibition below about 21%; further: strong numbers were not always called active
UTI89 phage lysis: inhibition of K1F phage lysis, E. coli UTI89, bacterial capsule biogenesis inhibitors, alamar blue (AID 488966). E. coli UTI89 K1F phage lysis, alamar blue, 2 h; higher % means a stronger effect. inhibition, % at 100 µM; hits with a dose series show IC50 in µM. actives 0.02% (n = 340,000);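 active means phage lysis inhibition, versus mean bacterial control, above a set limit; inconclusive means no clear call, values can overlap the other calls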;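 further: capsule biogenesis inhibitors block K1F phage lysis so surviving cells raise fluorescence; higher fluorescence means more inhibition of phage lysis; actives were called in the ten point dose series up to 300 µM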
Dengue-2 NS5 capping: Dengue-2 NS5 methyltransferase inhibitors, primary screen, biochemical, confirmation dose response (AID 588689). Genome polyprotein (Dengue virus type 2 (strain 16681-PDK53)). Dengue-2 NS5 methyltransferase capping enzyme assay, biochemical; higher % means a stronger effect. one-dose inhibition, % at 25 µM; IC50 in µM for titrated hits. actives 0.3% (n = 340,000); in the data active means a potency from the dose series; inconclusive means inhibition above about 29% without an active follow-up result
Rac1 GTP hydrolysis: MgcRacGAP GTPase-activating activity inhibitors, confirmation, biochemical, ADP Hunter fluorescence; inhibition, % at 30 µM; hits with a dose series show IC50 in µM; Rac GTPase-activating protein 1 (Homo sapiens); MgcRacGAP-stimulated Rac1 GTP hydrolysis, ADP Hunter fluorescence; higher % means a stronger effect; GST-tagged Rac1 F28L mutant substrate; actives 0.6% (n = 340,000);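 active means first-screen hits whose inhibition reached a set limit at any dose in the follow-up dose series; inconclusive means inhibition above the set first-screen limit but never retested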;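 further: fluorescence reports GDP produced by GAP-driven GTP hydrolysis; strong numbers were not always called active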
GPR35 arrestin U2OS: GPR35 antagonists blocking zaprinast-driven arrestin recruitment, primary screen, imaging, U2OS, beta-arrestin-GFP, zaprinast agonist (AID 2058); G-protein coupled receptor 35 (Homo sapiens); actives 0.052% (n = 290,000); U2OS GPR35 beta-arrestin-GFP translocation imaging, zaprinast antagonism; higher % means a stronger effect; inhibition, % at 10 µM, or IC50 in µM where a hit was titrated;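 active means inhibition of at least 50% with at least 30 cells and total cytoplasm GFP at most 10,000,000; inconclusive means under 30 cells or total GFP of 10,000,000 plus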
SV40 large T antigen: SV40 large T antigen inhibitors, biochemical (AID 1903). SV40 large T antigen ATPase/helicase inhibition assay; higher % means a stronger effect. one-dose inhibition, % at 20 µM; IC50 in µM for titrated hits. actives 0.39% (n = 310,000); in the data active means a potency from the dose series; inconclusive means inhibition mostly from about 32% at the one dose, without a potency; inactive means the rest, 99 in 100 with inhibition below about 32%; further: strong numbers were not always called active
Salmonella PhoP GFP: inhibitors of PhoP regulon expression, primary screen, Salmonella Typhimurium, GFP reporter (AID 1863); S. Typhimurium PhoP-regulated promoter GFP reporter, 4 h; higher % means a stronger effect; one-dose inhibition, % at 50 µM; IC50 in µM for titrated hits; actives 0.16% (n = 300,000);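 active means inhibition over 29.93%, a cutoff 3 SD above the screen mean, later confirmed by dose response; inconclusive means inhibition over 29.93% but no dose response follow-up; inactive means inhibition at most 29.93% or unconfirmed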;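 further: 0% = low Mg2+ inducing control and 100% = high Mg2+ repressing control; strong numbers were not always called active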
HIV peptide binding: inhibitors of HIV fusion peptide binding, primary screen, biochemical, uHTS, fluorescence dequenching (AID 1986); cell-free peptide binding, fluorescence dequenching, 30 min; higher % means a stronger effect; inhibition, % at 20 µM, or IC50 in µM where a hit was titrated; actives 0.3% (n = 290,000); in the data active means inhibition mostly above about 52%, no sharp cut-off; inactive means mostly below about 76%; further: some results filed as inactive read as strong as hits
GPR55 antagonists: GPR55 antagonists blocking LPI-driven arrestin recruitment, primary screen, imaging, U2OS, beta-arrestin-GFP, LPI agonist (AID 2013) | G-protein coupled receptor 55 (Homo sapiens) | U2OS GPR55 beta-arrestin-GFP translocation imaging, LPI antagonism; higher % means a stronger effect | one-dose inhibition, % at 10 µM; IC50 in µM for titrated hits | actives 0.13% (n = 290,000);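 active means spots per cell inhibited over 60%, with over 100 cells counted and total cytoplasm intensity under 500,000; inconclusive means wells with under 100 cells, flagged as likely toxic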;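 further: U2OS cells stably carrying GPR55 and arrestin-GFP stimulated by 5 µM LPI near EC80; imaged beta-arrestin-GFP aggregate spots per cell after agonist stimulation; plate controls were LPI-stimulated DMSO wells for no effect and DMSO wells without LPI for full effect; some results filed as inactive read as strong as hits; confirmed hits need IC50 under 10 µM and bright autofluorescent wells are also inconclusive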
* hit, by the source's call; u = inconclusive; x = no result given; [ ] = remark or other dose.

Results follow in this order: RSV antiviral HEp-2 | UTI89 phage lysis | Dengue-2 NS5 capping | Rac1 GTP hydrolysis | GPR35 arrestin U2OS | SV40 large T antigen | Salmonella PhoP GFP | HIV peptide binding | GPR55 antagonists
O=C(CN1C(=O)c2ccccc2S1(=O)=O)NCCC1=CCCCC1
→ 0.4% | 0.1% | x | 1% | 11% | 9% | 3% | 0.8% | 5%
CCC(C)(NC(=O)c1ccccn1)C(=O)NC1CCCCC1 (configuration not stated)
→ 0.7% | 1.0% | 3% | 3% | 6% | 3% | -13% | -4.1% | -3%
Cc1cc(C)n(C(=O)CNC(=O)c2cccc(F)c2)n1
→ x | 0.5% | -2% | 0% | 12% | x | x | -0.6% | 12%
Nc1nnc(-c2ccc(Cl)c([N+](=O)[O-])c2)s1
→ 2.6% | -0.3% | 3% | 2% | -5% | 1% | 7% | -0.5% | 19%
S=c1[nH]nc(-c2cccnc2)n1/N=C/c1ccccc1
→ 0.2% | -1.2% | 1% | u | 4% | u | -10% | -1.2% | -1%
CN(C)/C=C/C(=O)c1cnc(-c2ccccc2Cl)s1
→ 2.4% | 0.1% | 1% | 3% | -8% | 13% | -7% | 2.0% | 14%
Cc1ccc2nc(NC(=O)C3CCN(S(=O)(=O)c4ccc5c(c4)oc(=O)n5C)CC3)sc2c1
→ 0.8% | -0.1% | 3% | 11% | -7% | 0% | 4% | 1.2% | -12%
O=C(CSc1nc2ccccc2[nH]1)N/N=C/C=C\c1ccccc1[N+](=O)[O-]
→ 1.0% | 8.7% | -8% | 8% | -6% | 5% | 9% | -3.0% | -2%
O=C(CN1C(=O)C2C3C=CC(C3)C2C1=O)NCc1ccc2c(c1)OCO2 (configuration not stated)
→ 0.8% | 0.2% | 3% | 7% | -11% | 2% | 10% | -0.5% | 5%
CC1=NN=C(c2ccccc2)C(c2c[nH]c3ccccc23)N1O (configuration not stated)
→ 3.3% | -0.3% | -15% | 3% | -10% | 8% | -5% | 0.7% | -4%
COc1ccc(C(=O)C2=NN(C(C)=O)CC2c2ccco2)cc1 (configuration not stated)
→ 1.7% | -0.2% | -17% | -1% | 13% | 15% | 3% | 4.1% | -3%
COC(=O)CCC(=O)OC1(C)C(=O)C=C2C=C(C3CC3)N(CCc3c[nH]c4ccccc34)C=C2C1=O (configuration not stated)
→ -0.6% | 3.2% | 4% | 10% | -1% | 13% | -2% | -2.4% | -11%
Cc1ccc(NNC(=O)c2c(F)cccc2Cl)cc1Cl
→ -1.2% | -0.3% | -7% | 10% | -1% | 9% | -4% | -0.3% | 0%
Cc1csc(NC(=O)CCC(=O)N(CC(=O)NC2CCCCC2)c2ccccc2)n1
→ 1.3% | -0.3% | -3% | 11% | -20% | 3% | 8% | -1.3% | 8%
Cc1ccc(C(=O)/C=C/c2ccco2)c(O)c1
→ 0.6% | 4.6% | -6% | 11% | 2% | 14% | -12% | 34% | 17%
CN(C)C1=NCCN1CC1CCCCCC1
→ 0.2% | -0.6% | 1% | 4% | x | 10% | x | x | x
CC1(C)CC(=O)C2=C(C1)NC(=S)C(C#N)C21CCCCC1 (configuration not stated)
→ 1.4% | -1.5% | -7% | 10% | -8% | u | -5% | 0.0% | -11%
COCCC(=O)N1CCCC(C(=O)c2ccccc2SC)C1 (configuration not stated)
→ 0.7% | 8.9% | -10% | 2% | x | 24% | 8% | x | x
O=C(NC1CCS(=O)(=O)C1)c1ccccc1C(=O)c1ccccc1 (configuration not stated)
→ -0.3% | 0.2% | -3% | 15% | 20% | 9% | -4% | -0.7% | 8%
CCOC(=O)C1CCCCN1Cc1cn(C)nc1-c1ccccc1F (configuration not stated)
→ -0.8% | 0.3% | -7% | 6% | 3% | 8% | -8% | -0.8% | -1%
COc1ccc(NC2CCCN(Cc3cccc4cnccc34)C2)cc1OC (configuration not stated)
→ 0.7% | 0.4% | 13% | 23% | -18% | 43µM* | -2% | -2.3% | 0%
CN(C(=O)CCc1ccccc1)c1nnc(-c2ccncc2)s1
→ 5.7% | 0.4% | -2% | -2% | 5% | 5% | 15% | 1.1% | 10%
O=C(NCCc1ccccc1)c1ccc2c(c1)OCCO2
→ 1.2% | -0.2% | 1% | -4% | 6% | 7% | -6% | -0.5% | -3%
S=C(NCc1ccco1)Nc1ccc(Oc2ccc(Cl)cc2)cc1
→ x | -0.6% | -1% | 14% | -3% | 12% | 3% | 7.7% | -17%
CC(C)(C)OC(=O)N1CCC(C(=O)NCC2CCCO2)CC1 (configuration not stated)
→ 1.3% | 0.2% | -4% | 5% | 1% | 2% | 2% | 0.2% | 1%
Cc1ccc(S(=O)(=O)NC(CC(C)C)C(=O)N2CCOCCOCCOCC2)cc1 (configuration not stated)
→ 1.5% | -0.1% | 8% | 2% | 4% | 10% | -5% | 2.3% | -1%
Cc1ccc(C2N(C)c3ccccc3-c3nc4ccccc4n32)o1 (configuration not stated)
→ 8.1% | 0.4% | 3% | 1% | 2% | 11% | -2% | -3.4% | 22%
CCOC(=O)c1c(NC(=O)c2ccccc2Br)sc2c1CCc1ccccc1-2
→ 13% | 4.3% | 6% | 8% | 0% | 1% | -8% | 1.4% | 8%
CN(C)c1ccc(/C=N/NC(=O)C(=O)/C=C2\NC3(CCCC3)Cc3ccccc32)cc1
→ 55% | -0.4% | -1% | 2% | -6% | -1% | 20% | 1.6% | -3%
S=C(NCc1ccccn1)Nc1ccc(Cl)cc1
→ 3.0% | -0.5% | -19% | 10% | 4% | 12% | 7% | -3.1% | -4%
O=C(O)CCC(NS(=O)(=O)c1ccc(N2CCCC2=O)cc1)C(=O)O (configuration not stated)
→ 0.7% | 0.5%[50 µM] | -5% | -1% | 10% | 0% | -10% | -2.6% | 8%
O=C(OCC(=O)N1CCN(c2ccccc2)CC1)c1ccccn1
→ 0.6% | 0.1% | 0% | -4% | 15% | 8% | -4% | 1.1% | -23%
O=C(NCc1ccccc1Cl)C1CCCN(c2nc3ccsc3c(=O)s2)C1 (configuration not stated)
→ 2.5% | x | x | x | 1% | 8% | 5% | 0.8% | 14%
CC1(C)CC(=O)c2cc(C(=O)Nn3cnnc3)c(=O)n(-c3ccccc3)c2C1
→ -0.2% | -0.1% | -1% | 10% | -1% | 8% | -7% | 0.1% | -4%
CCOC(=O)Cn1c(=O)oc2cc(S(=O)(=O)N3CCN(C(=O)OCC)CC3)ccc21
→ 0.4% | 0.1% | 8% | x | 2% | -1% | 4% | -0.7% | 0%
O=C1CCc2cc(S(=O)(=O)N3CCN(C(=O)c4ccco4)CC3)ccc2N1
→ 0.4% | 1.5% | -5% | 4% | -3% | -4% | -5% | -0.8% | 0%
Cc1cccc(-c2noc(-c3ccccc3C(=O)NCc3ccco3)n2)c1
→ 2.1% | 1.2% | -2% | 14% | 10% | 22% | 1% | 3.3% | -1%
CCN(CC)CCn1c(=N)n(CCOc2ccccc2)c2ccccc21
→ -0.1% | 6.7% | -1% | 6% | 12% | 3% | 11% | -0.7% | 23%
CCOC(=O)CSc1nnc(-c2ccncc2)o1
→ 0.9% | 8.3% | -6% | 4% | 20% | 0% | 1% | 0.6% | 0%
CCCNC(=O)C(Cc1ccc(Cl)cc1)NC(=O)c1ccc(-c2ccccc2)cc1 (configuration not stated)
→ -0.2% | 1.6% | 1% | 1% | x | x | x | x | x
O=C(CSc1nn(-c2ccc(F)cc2)c(=S)s1)N1CCN(C(=O)c2ccco2)CC1
→ 2.7% | 3.6% | 1% | -2% | -18% | 2% | -6% | -2.4% | 5%
N/C(=N\OC(=O)C1CCCCC1)c1cccc([N+](=O)[O-])c1
→ 0.0% | -0.4% | -7% | 9% | 3% | -3% | -11% | -3.8% | 12%
Nc1cc(N)c(OCC(F)(F)F)cc1OCC(F)(F)F
→ 0.1% | 1.4% | 46% | 14% | 12% | 0% | 15% | -2.6% | 13%
CCCCNC(=O)c1ccc2c(c1)N(CC)C(=O)CS2
→ x | 9.8% | -2% | -3% | 1% | -2% | 0% | 0.5% | 5%
CCOc1ccc(N(CC(=O)Nc2cccnc2)S(=O)(=O)c2ccc(C)cc2)cc1
→ -0.2% | -0.2%[50 µM] | -7% | 1% | x | 12% | 3% | x | x
COCCn1nnnc1C(c1ccc(O)c(OC)c1)N1CCc2ccccc2C1 (configuration not stated)
→ 0.5% | 0.2% | -1% | 12% | 6% | u | -1% | 4.8% | -2%
O=C(OCc1nc2ccccc2[n+]([O-])c1C(=O)c1ccccc1)c1cccs1
→ 1.0% | 1.5% | -6% | -2% | 13% | 8% | -10% | 1.0% | 12%

Six records drawn at random from the list so far:
Results follow in this order: RSV antiviral HEp-2 | UTI89 phage lysis | Dengue-2 NS5 capping | Rac1 GTP hydrolysis | GPR35 arrestin U2OS | SV40 large T antigen | Salmonella PhoP GFP | HIV peptide binding | GPR55 antagonists
Nc1cc(N)c(OCC(F)(F)F)cc1OCC(F)(F)F
→ 0.1% | 1.4% | 46% | 14% | 12% | 0% | 15% | -2.6% | 13%
N/C(=N\OC(=O)C1CCCCC1)c1cccc([N+](=O)[O-])c1
→ 0.0% | -0.4% | -7% | 9% | 3% | -3% | -11% | -3.8% | 12%
CCOC(=O)Cn1c(=O)oc2cc(S(=O)(=O)N3CCN(C(=O)OCC)CC3)ccc21
→ 0.4% | 0.1% | 8% | x | 2% | -1% | 4% | -0.7% | 0%
O=C(CSc1nn(-c2ccc(F)cc2)c(=S)s1)N1CCN(C(=O)c2ccco2)CC1
→ 2.7% | 3.6% | 1% | -2% | -18% | 2% | -6% | -2.4% | 5%
O=C(NCc1ccccc1Cl)C1CCCN(c2nc3ccsc3c(=O)s2)C1 (configuration not stated)
→ 2.5% | x | x | x | 1% | 8% | 5% | 0.8% | 14%
CC1(C)CC(=O)c2cc(C(=O)Nn3cnnc3)c(=O)n(-c3ccccc3)c2C1
→ -0.2% | -0.1% | -1% | 10% | -1% | 8% | -7% | 0.1% | -4%

High-throughput results as filed in PubChem.
